STEP inh: STEP phosphatase inhibitors, primary screen, biochemical, fluorescence intensity, uHTS. 360,000 tested, 0.25% active. recombinant STEP, OMFP fluorogenic substrate. inhibition, % at 20 µM;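 active means inhibition at 20 µM, scaled per plate between control wells, above about 37%, limit read from the data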;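 further: 0% = DMSO with enzyme and substrate and 100% = substrate only without enzyme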
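material = STEP tyrosine phosphatase | reagent = fluorogenic phosphatase substrate OMFP at 25 µM final | doses = single compound dose of 20 µM, 1% DMSO final | schedule = 20 min reaction, room temperature, in the dark | measured by = fluorescence, 480/540 nm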
DNMT1 inh: human DNMT1 methyltransferase inhibitors, primary screen, biochemical, molecular beacon, fluorescence, HinP1I cleavage, uHTS. inhibition (reported as % activation of signal), % at 10 µM. DNA (cytosine-5)-methyltransferase 1 (Homo sapiens), P26358. 360,000 tested, 0.83% active; in the data active means inhibition above about 50%
Target sequence (P26358 504-1616 limits assumed): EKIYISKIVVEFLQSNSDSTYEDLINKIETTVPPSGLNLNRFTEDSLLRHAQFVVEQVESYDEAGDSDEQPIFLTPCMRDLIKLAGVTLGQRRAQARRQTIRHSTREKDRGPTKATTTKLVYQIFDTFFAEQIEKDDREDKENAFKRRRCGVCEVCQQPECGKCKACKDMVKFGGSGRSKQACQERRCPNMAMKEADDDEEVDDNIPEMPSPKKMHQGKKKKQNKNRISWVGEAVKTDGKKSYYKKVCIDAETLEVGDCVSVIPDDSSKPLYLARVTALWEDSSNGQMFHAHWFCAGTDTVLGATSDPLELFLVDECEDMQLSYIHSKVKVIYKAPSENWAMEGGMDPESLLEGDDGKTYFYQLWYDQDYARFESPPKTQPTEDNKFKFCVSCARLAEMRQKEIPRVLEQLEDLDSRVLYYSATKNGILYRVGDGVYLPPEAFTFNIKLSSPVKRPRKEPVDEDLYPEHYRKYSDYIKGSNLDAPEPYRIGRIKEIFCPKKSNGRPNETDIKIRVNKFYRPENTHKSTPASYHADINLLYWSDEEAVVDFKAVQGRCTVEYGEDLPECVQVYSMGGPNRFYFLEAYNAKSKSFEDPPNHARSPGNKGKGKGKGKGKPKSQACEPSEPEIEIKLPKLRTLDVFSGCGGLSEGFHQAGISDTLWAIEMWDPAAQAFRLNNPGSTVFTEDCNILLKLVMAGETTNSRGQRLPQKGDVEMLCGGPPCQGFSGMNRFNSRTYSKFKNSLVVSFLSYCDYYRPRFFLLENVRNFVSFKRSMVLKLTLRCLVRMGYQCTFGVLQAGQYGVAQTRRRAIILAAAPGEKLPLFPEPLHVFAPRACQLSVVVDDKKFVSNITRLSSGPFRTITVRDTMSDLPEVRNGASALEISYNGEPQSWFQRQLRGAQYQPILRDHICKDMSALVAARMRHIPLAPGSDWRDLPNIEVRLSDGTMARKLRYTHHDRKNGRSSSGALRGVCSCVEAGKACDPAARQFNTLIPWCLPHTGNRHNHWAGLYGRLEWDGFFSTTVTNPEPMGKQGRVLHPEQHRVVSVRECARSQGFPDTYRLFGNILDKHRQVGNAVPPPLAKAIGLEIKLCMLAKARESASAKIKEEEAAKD
Neddylation inh: inhibitors of cullin neddylation, primary screen, biochemical, TR-FRET, uHTS, NAE and Ubc12. 360,000 tested, 0.58% active. calls only at 25 µM. NEDD8-conjugating enzyme Ubc12 (Homo sapiens) + NEDD8-activating enzyme E1 regulatory …; in the data active means inhibition above about 36%
Tb MetRS inh: T. brucei MetRS inhibitors, primary screen, biochemical, luminescence; 360,000 tested, 0.4% active; inhibition, % at 11.9 µM; purified T. brucei MetRS, ATP depletion, Kinase-Glo luminescence; methionyl-tRNA synthetase (Trypanosoma brucei brucei);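 active means inhibition above a per-plate cutoff of the control wells' mean inhibition plus 3 SD, cut at about 5.5% in these data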;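 further: 0% = DMSO wells median and 100% = median of wells with control inhibitor compound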
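Material – parasite MetRS enzyme · Medium – HEPES-MgCl2-KCl buffer plus DTT, spermine, BSA, pyrophosphatase · Reagent – ATP, methionine and E. coli bulk tRNA substrates · Times – 15 min enzyme-compound preincubation, 2 h reaction, 10 min detection, 25 °C · Measured by – luminescence of leftover ATP · Evaluation – percent inhibition relative to median high and low control wells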
SUMO1-SIM PPI: modulators of SUMO1 protein-protein interactions, primary screen, biochemical, uHTS; Small ubiquitin-related modifier 1 (Homo sapiens), P63165; SUMO1 binding to a labelled peptide, TR-FRET, 1 h; inhibition, % at 20 µM; 360,000 tested, 0.33% active; AID 602429, 2012; in the data active means inhibition above about 37%
LMPTP block: LMPTP phosphatase inhibitors, primary screen, biochemical, fluorescence intensity, uHTS; Low molecular weight phosphotyrosine protein phosphatase (Homo sapiens), P24666; recombinant LMPTP-A, OMFP fluorogenic substrate; inhibition, % at 20 µM; 360,000 tested, 0.22% active;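 active means compounds that cut the enzyme signal by at least half of the control window in the single-dose screen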;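 further: plate controls were DMSO wells with enzyme plus substrate for no effect and substrate without enzyme for full effect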
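test system = LMPTP-A | amount = 0.625 nM LMPTP-A final | reagent = fluorogenic phosphatase substrate OMFP at 400 µM final | incubation = 50 min at room temperature | benchmarks = no-enzyme low control, uninhibited high control | medium = Bis-Tris pH 6.0, DTT, detergent | signal = fluorescence intensity of OMFP turnover product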
SKN-1 inh: suppressors of acrylamide-induced Pgst-4::GFP reporter in worms, primary screen, SKN-1 inhibitor project, whole organism, uHTS, GFP/RFP fluorescence ratio, strain VP596; C. elegans VP596 Pgst-4::GFP/RFP ratio, 24 h; inhibition, % at 21.8 µM; 360,000 tested, 0.49% active; AID 624304, 2012;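 active means interference check ratio from 0.5 to 1.5 plus GFP to RFP signal ratio inhibition reaching or exceeding a fixed threshold, cut at about 30% in these data, passing the limit was not always enough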; further: some compounds called inactive have numbers as strong as hits
NadD block: inhibitors of S. aureus NadD, primary screen, biochemical, colorimetric, uHTS; 360,000 tested, 0.78% active; inhibition, % at 20 µM; purified NadD enzyme, colorimetric absorbance read-out; AID 602399, 2012; in the data active means inhibition above about 26%; further: some compounds past the cut are filed as inactive
NRP1-CendR mod: modulators of CendR peptide binding to NRP-1, primary screen, biochemical, fluorescence polarization, uHTS; Neuropilin-1 (Homo sapiens), O14786; FAM-RPARPAR peptide binding to NRP-1; inhibition, % at 25 µM; 360,000 tested, 0.85% active;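 active means inhibition or corrected inhibition above about 18%, plus a signal ratio from 0.5 to 1.5, limit read from the data, passing the limit was not always enough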; further: strong numbers were not always called active
Scp-1 inhibitor: Scp-1 phosphatase inhibitors, primary screen, biochemical, colorimetric, uHTS; 340,000 tested, 0.88% active; Recombinant Scp1, phosphopeptide, malachite green phosphate absorbance; AID 493091, 2011; inhibition, % at 20 µM;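 active means inhibition above about 50% at 20 µM, limit read from the data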;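 further: plate controls were DMSO wells with enzyme for no effect and wells lacking enzyme for full effect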
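Material: truncated SCP-1 phosphatase (76-261aa) / Buffer or medium: 50 mM Tris acetate pH 5.5, 0.005% Tween-20, 10 mM MgCl2 / Compound dosing: one concentration, 20 µM, with 1.0% DMSO / Incubation: 45 min room-temperature reaction, 5 min colour, 30 min stabiliser / Detection: colorimetric free-phosphate detection, absorbance 630 nm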
* marks the source's active call; other numbers are inactive results; i = inactive; . = not tested or not shown. The order is random; overall some 4.6% were active at least once.

Under each structure – NadD block	Neddylation inh	LMPTP block	NRP1-CendR mod	Tb MetRS inh	SKN-1 inh	SUMO1-SIM PPI	DNMT1 inh	Scp-1 inhibitor	STEP inh
#1 COc1ccc2c3n(nc2c1)CCN=C3c1ccc(C)cc1
 : -6	i	-0.7	4	0.1	3	-23	-6	-8	-2
#2 COc1cc(NC(=O)c2noc(C)c2[N+](=O)[O-])c(OC)cc1Cl
 : 2	i	-0.3	4	-0.4	-15	-14	1	-13	-1
#3 Cc1ccc(NC(=O)CCNS(=O)(=O)c2ccccc2F)cc1S(=O)(=O)N1CCOCC1
 : 4	i	0.1	2	0.0	-2	2	-6	-6	0
#4 CC(C)C(=O)Nc1ccnc(-c2cccnc2)n1
 : 0	i	0.7	0	0.1	22	0	1	7	-3
#5 Cc1cc(=O)[nH]c(SCn2nnc3ccccc3c2=O)n1
 : 1	i	-1.0	-14	-0.2	3	-4	3	-1	-2
#6 COc1cc2nc(CN(C)Cc3nc4ccccc4c(=O)[nH]3)[nH]c(=O)c2cc1OC
 : 0	i	1.4	-12	-1.1	-5	1	3	2	-5
#7 Cc1cc2ccccc2c(=O)n1CC(=O)NCC(=O)N1CCCC1
 : -3	i	-4.4	5	-0.9	0	1	0	-6	-3
#8 Cc1ccc2c(c1)N(CC(=O)N(Cc1ccccn1)Cc1ccco1)C(=O)C(C(C)C)O2 (stereo not drawn)
 : -1	i	0.2	-2	-0.3	5	-4	-5	-17	-3
#9 COC(=O)C1C(c2ccccc2)C(C(=O)OCc2ccco2)C1c1ccccc1 (stereo not drawn)
 : -6	i	2.4	7	0.2	18	-1	7	-11	26
#10 O=C(O)CCc1ccc(-c2cccs2)n1NC(=O)c1cccs1
 : -2	i	1.8	-5	-0.1	6	6	17	-7	1
#11 O=C(/C=C/c1ccccc1)NCC(=O)N/N=C/c1ccccc1[N+](=O)[O-]
 : -4	i	-2.4	1	-0.3	-6	-19	6	-3	-3
#12 CCOC(=O)c1ccc(N2C(=O)c3n[nH]c(C)c3C2c2cccnc2)cc1 (stereo not drawn)
 : 2	i	-0.3	3	0.5	25	0	0	-2	1
#13 COc1cccc(C(=O)NCc2nnc(SCC(=O)Nc3nccs3)n2-c2cccc(C)c2)c1
 : -1	i	-0.9	11	-0.9	5	0	-1	2	-1
#14 CSCCC(NS(=O)(=O)c1ccccc1F)C(=O)N1CCCCCC1 (stereo not drawn)
 : -4	i	1.9	6	-1.1	-8	0	4	3	-2
#15 COc1ccc(N(Cc2cc3cc(OC)ccc3[nH]c2=O)C(=O)c2cccnc2)cc1
 : -1	i	-1.0	-3	-0.8	3	4	-3	-5	4
#16 O=C(CN1CCN(c2ccccn2)CC1)Nc1ccc(Cl)c(C(F)(F)F)c1
 : 3	i	2.3	-14	-0.7	15	5	-6	-2	2
#17 COc1ccc2nc(SCC(=O)N3CCCCCC3)c(C#N)cc2c1
 : 3	i	2.3	10	-0.2	-9	-15	0	-10	0
#18 COc1ccc(NS(=O)(=O)NC(=O)c2cn(C)c3ccccc23)cc1
 : 0	i	2.3	8	-0.1	10	5	-5	-7	0
#19 CCCCN1C[C@H](c2ccc(OC)cc2)[C@@H](CC(=O)Nc2ccc(OC)cc2)C1=O
 : -4	i	-1.2	-7	-0.9	5	-3	5	.	-2
#20 CC(C)CC(=O)Nc1ccccc1-c1nnn(CC(=O)N2CCc3ccccc3C2)n1
 : -8	i	1.5	-10	0.1	18	1	0	-13	1
#21 Cc1ccc(C)c(NC(=O)C(OC(=O)c2ccc(CO)cc2)c2ccccc2)c1 (stereo not drawn)
 : -6	i	0.1	3	-0.3	10	5	-3	28	4
#22 CCN(CCNC(=O)c1ccc2nc(-c3ccccc3NC(C)=O)c(=O)[nH]c2c1)c1ccccc1
 : -3	i	-2.6	-1	-0.1	9	-23	-4	-16	-2
#23 CCC[C@@H](OS(N)(=O)=O)[C@@H](Cc1ccccc1)C(=O)OCC
 : 2	i	0.4	8	0.1	-2	3	-1	-3	-1
#24 O=C(NCCCn1ccnc1)c1cc2c(s1)CCCC2
 : 2	i	0.0	12	-0.7	12	-18	-2	-2	-1
#25 CC(C)CNC(=O)C1(C)CCCN1Cc1ccc(OC(F)(F)F)cc1 (stereo not drawn)
 : -2	i	-0.2	0	0.0	10	5	-1	.	3
#26 O=C(Nc1ccc(N2CCCC2)cc1)c1cccc(F)c1
 : 22	i	9.6	-15	-0.3	35	0	65*	3	4
#27 Cc1ccc2cc(CCNC(=O)CC(C)C)c(=O)[nH]c2c1
 : 3	i	-1.1	11	-0.4	-15	15	0	-5	2
#28 O=C(CSc1nnc(NCc2ccccc2)s1)c1ccco1
 : -3	i	1.4	6	0.7	-6	-2	-10	5	4
#29 O=c1[nH]c2ccccc2n1Cc1ccc(F)cc1
 : -4	i	-1.7	7	-0.1	-9	3	2	-7	1
#30 Cn1ncc2cc(NC(N)=S)ccc21
 : -1	i	-1.5	1	0.2	5	1	1	-8	6

An excerpt of these results, with bars between the fields.
cpd | structure | NadD block | Neddylation inh | LMPTP block | NRP1-CendR mod | Tb MetRS inh | SKN-1 inh | SUMO1-SIM PPI | DNMT1 inh | Scp-1 inhibitor | STEP inh
18 | COc1ccc(NS(=O)(=O)NC(=O)c2cn(C)c3ccccc23)cc1 | 0 | i | 2.3 | 8 | -0.1 | 10 | 5 | -5 | -7 | 0
19 | CCCCN1C[C@H](c2ccc(OC)cc2)[C@@H](CC(=O)Nc2ccc(OC)cc2)C1=O | -4 | i | -1.2 | -7 | -0.9 | 5 | -3 | 5 | . | -2
20 | CC(C)CC(=O)Nc1ccccc1-c1nnn(CC(=O)N2CCc3ccccc3C2)n1 | -8 | i | 1.5 | -10 | 0.1 | 18 | 1 | 0 | -13 | 1
21 | Cc1ccc(C)c(NC(=O)C(OC(=O)c2ccc(CO)cc2)c2ccccc2)c1 (stereo not drawn) | -6 | i | 0.1 | 3 | -0.3 | 10 | 5 | -3 | 28 | 4
22 | CCN(CCNC(=O)c1ccc2nc(-c3ccccc3NC(C)=O)c(=O)[nH]c2c1)c1ccccc1 | -3 | i | -2.6 | -1 | -0.1 | 9 | -23 | -4 | -16 | -2
23 | CCC[C@@H](OS(N)(=O)=O)[C@@H](Cc1ccccc1)C(=O)OCC | 2 | i | 0.4 | 8 | 0.1 | -2 | 3 | -1 | -3 | -1
24 | O=C(NCCCn1ccnc1)c1cc2c(s1)CCCC2 | 2 | i | 0.0 | 12 | -0.7 | 12 | -18 | -2 | -2 | -1

Going on with the list.
Under each structure – NadD block	Neddylation inh	LMPTP block	NRP1-CendR mod	Tb MetRS inh	SKN-1 inh	SUMO1-SIM PPI	DNMT1 inh	Scp-1 inhibitor	STEP inh
#31 CCN(CC)S(=O)(=O)c1ccc(C)c(NC(=O)COC(=O)CCC(=O)c2cccs2)c1
 : 0	i	0.3	1	-0.2	6	-1	-2	-7	2
#32 COc1ccc(-c2nnc(SCC(=O)Nc3c(Cl)cc(Cl)cc3C(=O)O)o2)cc1
 : -1	i	-2.2	8	-0.4	8	-3	10	-10	0
#33 C=CCn1c(COc2ccccc2)nnc1SCC(=O)Nc1ccc(S(N)(=O)=O)cc1
 : 3	i	-0.9	-1	1.2	-6	-4	-1	3	-4
#34 COc1ccc(OC)c(/C=C2/Sc3ccccc3C2=O)c1
 : -5	i	1.7	-24	0.1	6	-21	20	-4	-18
#35 O=C(NCCCN1CCN(c2ccccc2)CC1)C1CCCN(c2ncnc3c2nc2n3CCCCC2)C1 (stereo not drawn)
 : -8	i	-0.7	0	-0.8	9	1	-1	-5	0
#36 CN(C)c1cccc(C(=O)N(C)C2CCCN(Cc3ccccc3F)C2)c1 (stereo not drawn)
 : -2	i	-0.9	2	-0.1	-8	-2	-3	-2	-4
#37 CC(C)C[C@H](NC(=O)c1nc[nH]c1C(=O)N1CCN(C(=O)OC(C)(C)C)CC1)C(=O)OC(C)(C)C
 : 9	i	0.6	-4	-0.3	0	2	2	5	1
#38 Cc1nc2c(sc(=S)n2Cc2ccco2)c(=O)n1CC(=O)Nc1cc(F)ccc1F
 : 3	i	0.8	9	0.1	6	-1	3	-7	1
#39 N#CN(Cc1ccccc1)Cc1ccccc1
 : 1	i	0.0	-3	0.1	4	3	2	-19	0
#40 COc1ccc(/C=C(\NC(=O)c2ccc(OCC(C)C)cc2)C(=O)OCc2ccco2)cc1
 : 1	i	5.5	-8	0.3	2	-3	0	-7	2
#41 CC1(C(=O)NCc2ccccc2)CN(S(C)(=O)=O)CC(=O)N1Cc1cccs1 (stereo not drawn)
 : .	i	-1.5	-3	-1.2	4	-1	.	.	.
#42 CC1CC(C)(C)N2C(=O)C3(Nc4ccccc4S3)c3cccc1c32 (stereo not drawn)
 : -7	i	1.6	-4	-0.8	13	-1	-7	-11	3
#43 O=c1c(Oc2ccccc2F)coc2cc(OCc3cnn(-c4ccccc4)c3)ccc12
 : 3	i	-0.5	-13	-0.4	7	0	24	5	-2
#44 CCc1ccc(Nc2nnc(SCC(=O)Nc3ccc(C(=O)O)cc3)s2)cc1
 : -3	i	1.2	7	-0.1	-4	12	2	-4	4
